PriA SSB inh: inhibitors of Klebsiella pneumoniae PriA binding to SSB C-terminal tail; AlphaScreen SSBct-PriA binding, biotinylated peptide; inhibition, % at 33 µM; AID 1272365; 430,000 compounds, 0.6% hits; in the data active = inhibition mostly above about 37%, no sharp cut-off; inactive = mostly below about 20%;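 note: plate controls were negative control peptide for no effect and reference peptide for full effect; strong numbers were not always called active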
* hit, by the source's call; & = joins results of further samples.

SMILES	PriA SSB inh
Cc1ccc(C)c(NC(=O)CCCn2nc(-c3ccc(F)cc3)ccc2=O)c1	-2.0
CC(=O)N1CCc2ccc(NC(=O)c3cccs3)cc21	0.0
CN(c1ccc2c(c1)OCO2)S(=O)(=O)c1ccsc1-c1nc(-c2cccc(F)c2)no1	-2.0
Nc1c(C(=O)NCc2cccs2)c2nc3ccccc3nc2n1/N=C\c1ccco1	0.0
O=C(NCC(O)C1CCCCC1)c1ccccc1SC(F)F (stereo not given)	-8.0
COCCCNC(=O)C(=O)Nc1ccccc1Cl	-13.0
COc1cc(C=NNC(=O)Cc2nnc(NC(=O)c3ccccc3)s2)ccc1O	-5.1
CC=NNC(=O)CCCC(=O)NN=CC	-17.8
CCOC(=O)C(CC)Sc1ccc(NC(=O)c2cccs2)nn1 (stereo not given)	-4.0
CCn1nccc1C(=O)NCCOc1ccc(F)cc1	-10.0
CC(C)Oc1ccccc1-c1cc(C(=O)NN=Cc2cccnc2)c2ccccc2n1	1.3
CN(C)c1ccc(OC2CCN(C(=O)c3ccno3)C2)nn1 (stereo not given)	-18.0
O=C(CC1CCCC1)NC1CCC(Oc2cnccn2)CC1 (stereo not given)	1.0
CCn1c(CO)cnc1SCc1cc(C)ccc1C	39.0
O=C(NN=Cc1ccc(F)cc1)c1cc(OCC(F)(F)F)ccc1OCC(F)(F)F	-18.2
COC(=O)Cc1c(-c2ccccc2)c2cc(Br)ccc2[nH]c1=O	-1.0&4.0
CCCCOC(=O)c1ccc(NC(=O)c2cc(=O)c(OC)c[nH]2)cc1	0.0
Cc1cccc(NC(=O)Cc2ccc(Cl)s2)n1	3.0
O=C(O)c1ccc(CSc2nc(-c3ccccc3)cs2)o1	-12.0
Cc1cc(C(=O)Nc2nnc(-c3ccc(Cl)cc3Cl)o2)c(C)o1	-15.0
O=S(=O)(Cc1cc(F)cc(F)c1)N(Cc1ccccn1)Cc1ccco1	1.0
O=C(c1cc(=O)c(OCc2ccccc2)co1)N1CCN(c2ccccc2Cl)CC1	-10.0
Cc1nc(NN=Cc2ccc(Br)cc2)cc(N2CCOCC2)n1	-21.9
Cn1nc(CNC(=O)COc2ccccc2F)cc1C1CC1	-2.0
O=[N+]([O-])c1cc(C=NNc2nc(-c3ccccc3)cs2)ccc1O	-11.1
O=C(CSc1ccc(F)cc1)N(Cc1cnc2ccccn12)C1CC1	-5.0
O=C(NCc1cccs1)N(Cc1ccco1)C1CCOCC1	-3.0
Cc1nc2cc3ccccc3cc2c(=O)n1/N=C\N(C)C	-19.0
Cc1cc(CCNC(=O)Cc2cccs2)on1	-8.0
O=S(=O)(CCCOc1ccc(F)cc1)N1CCCCC1	-5.0

As entered above.
Entry for `O=[N+]([O-])c1cc(C=NNc2nc(-c3ccccc3)cs2)ccc1O` under PriA SSB inh: -11.1
Entry for `O=C(NCc1cccs1)N(Cc1ccco1)C1CCOCC1` under PriA SSB inh: -3.0
Entry for `Cc1nc(NN=Cc2ccc(Br)cc2)cc(N2CCOCC2)n1` under PriA SSB inh: -21.9
Entry for `O=S(=O)(CCCOc1ccc(F)cc1)N1CCCCC1` under PriA SSB inh: -5.0
Entry for `O=C(CSc1ccc(F)cc1)N(Cc1cnc2ccccn12)C1CC1` under PriA SSB inh: -5.0
Entry for `O=C(c1cc(=O)c(OCc2ccccc2)co1)N1CCN(c2ccccc2Cl)CC1` under PriA SSB inh: -10.0
Entry for `Cc1cc(CCNC(=O)Cc2cccs2)on1` under PriA SSB inh: -8.0

Next section.
SMILES	PriA SSB inh
Cc1ccc2nc(-c3ccc(NC(=O)Cn4nc(-c5cccnc5)ccc4=O)cc3)sc2c1	-10.0
O=C(CNC(=O)c1ccc(S(=O)(=O)N2CCCC2)cc1)N/N=C\c1ccc(Cl)cc1Cl	-18.0
O=S(=O)(/C=C/c1ccccc1)N1CCSC1c1ccsc1 (stereo not given)	0.0
O=C(Cn1nc(C(=O)Nc2ccccc2)ccc1=O)NCc1ccc2c(c1)OCO2	7.0
O=C(Cn1ncccc1=O)NC1CCC(Oc2ccccn2)CC1 (stereo not given)	-1.0
Cc1n[nH]c(C)c1Sc1ccccc1	-15.0
COc1coc(C(=O)NCCc2c[nH]c3ccccc23)cc1=O	-11.0
COc1cc(C2C(=C(O)c3ccc4c(c3)CC(C)O4)C(=O)C(=O)N2CC2CCCO2)cc(OC)c1OC (stereo not given)	-1.6
O=C(CNC(=O)c1ccc([N+](=O)[O-])cc1)NN=Cc1c[nH]c2ccccc12	-10.6
O=C(Nc1ccccc1C(F)(F)F)N1CCC(Oc2ncccc2Br)CC1	-6.0
COc1ccc(CCC(=O)N2CC[C@H](Oc3cccnn3)C2)cc1	-7.0
OC(c1ccccc1)c1nc2ccccc2n1Cc1ccc(Cl)cc1Cl (stereo not given)	-17.0
COc1ccc(S(=O)(=O)Nc2ccc3c(c2)CN(C(=O)c2ccco2)CC3)cc1OC	-4.0
O=C(NN=Cc1ccc(-c2ccc([N+](=O)[O-])cc2)o1)C1COc2ccccc2O1 (stereo not given)	-9.3
CCc1ccc(OCC(=O)NN=Cc2cc([N+](=O)[O-])ccc2N2CCOCC2)cc1	11.5
CN(C)c1nc(N2CCOCC2)ncc1NC(=O)c1cccs1	-6.0
O=C(Cc1csc(SCC(=O)c2ccc3c(c2)OCO3)n1)NC1CCCC1	5.0
COc1cc(C=NNC(=O)c2ccccn2)ccc1OC(=O)c1ccccc1Br	6.4
CC1CN(S(=O)(=O)c2ccc(C(=O)N(CCN(C)C)c3nc4ccc(Cl)cc4s3)cc2)CC(C)O1 (stereo not given)	10.0
O=[N+]([O-])c1cc(S(=O)(=O)N2CCCC2)ccc1NN=Cc1cccnc1	-7.1

An excerpt of the results above, for reference:
SMILES	PriA SSB inh
Cc1ccc(C)c(NC(=O)CCCn2nc(-c3ccc(F)cc3)ccc2=O)c1	-2.0
CC(=O)N1CCc2ccc(NC(=O)c3cccs3)cc21	0.0
CN(c1ccc2c(c1)OCO2)S(=O)(=O)c1ccsc1-c1nc(-c2cccc(F)c2)no1	-2.0
Nc1c(C(=O)NCc2cccs2)c2nc3ccccc3nc2n1/N=C\c1ccco1	0.0
O=C(NCC(O)C1CCCCC1)c1ccccc1SC(F)F (stereo not given)	-8.0
COCCCNC(=O)C(=O)Nc1ccccc1Cl	-13.0

Back to the main list with the two entries that preceded the break.
SMILES	PriA SSB inh
CC1CN(S(=O)(=O)c2ccc(C(=O)N(CCN(C)C)c3nc4ccc(Cl)cc4s3)cc2)CC(C)O1 (stereo not given)	10.0
O=[N+]([O-])c1cc(S(=O)(=O)N2CCCC2)ccc1NN=Cc1cccnc1	-7.1
CSc1ccccc1CN1CCC(CNS(=O)(=O)c2ccc3c(c2)CCO3)CC1	11.0
O=C(Nc1c[nH]c2ccccc12)N1CCc2ccccc2C1	24.0
Cc1ccc(S(=O)(=O)N2CCC(C(=O)Nc3cc(C)nn3C(C)C)CC2)cc1	-5.0
Cc1nc(-c2ccccc2F)sc1CNC(=O)C1CCN(S(C)(=O)=O)CC1	-29.0
COc1cc(S(=O)(=O)n2ccc(C)n2)c(C)cc1Br	-6.0
COc1ccc(-c2cn3c(C(=O)NCc4ccncc4)csc3n2)cc1	3.0
CC1CCCC(=NNC(=O)COc2ccccc2Cl)C1 (stereo not given)	-7.8
CC(=O)N1CCC(C(=O)NCc2cncc(-c3ccsc3)c2)CC1	-15.0
O=C(CCCn1nc(-c2ccco2)ccc1=O)NCc1ccco1	-9.0
N#Cc1ccc(Cl)cc1NC(=O)C(=O)NCc1ccc([C@H](O)c2ccccc2)s1	-4.0
Cc1ccc(C)c2sc(N(C)CC(=O)Nc3ccc4c(c3)OCCO4)nc12	-16.0
CC(C)(C)S(=O)(=O)C1CCN(C(=O)c2ccc(-c3cccs3)cc2)C1 (stereo not given)	-4.0
CON=CCC(=O)c1cnc(-c2ccccc2)s1	-6.7
CSc1ccccc1C(=O)N(Cc1ccccn1)Cc1ccco1	-17.0
O=C(NCc1cncc(-c2cccs2)c1)NCc1cccs1	-2.0
CC(=O)c1cccc(NC(=O)CN(C)c2nc3c(C)ccc(C)c3s2)c1	-16.0
O=C(NCCc1ccccc1)NCCC(O)c1ccccc1 (stereo not given)	-6.0
COc1cccc(S(=O)(=O)Nc2cccc(C(=O)N3CCC(Cc4ccccc4)CC3)c2)c1	-2.0
CCOc1ccc(-c2cc(=O)n(CC(=O)NCCc3ccc(OC)c(OC)c3)cn2)cc1	-23.0
O=C(NCCOc1ccc(-c2ccco2)nn1)c1ccc2c(c1)OCO2	-2.0
COC(=O)c1ccc(C(=O)Nc2nnc(-c3ccncc3)o2)cc1	-7.0
Cc1nc(-c2c(C)oc3cc(O)cc(C)c3c2=O)cs1	-29.0&-3.0
Cc1oncc1C(=O)NCCn1nc(-c2ccccn2)c2c1CCCC2	-10.0
Cc1cccc2sc(N(C[C@H]3CCCO3)C(=O)Cc3ccc(Cl)s3)nc12	-15.0
Brc1ccccc1C=NNc1ccccn1	3.9
Cc1ccc(-n2nnc(C(=O)OCc3nc(-c4ccccc4C)oc3C)c2C)cc1	3.0
O=C(c1cc(C2CC2)on1)N1CC(Oc2nccs2)C1	-12.0
Cc1nc(-n2cccc2)sc1C(=O)NCCn1nc(-n2cncn2)ccc1=O	10.0
Cc1ccc(Sc2c(C)nn(C(=O)c3ccco3)c2C)cc1	-8.0
COc1ccc(/C=C/C(=O)n2cnc3ccccc32)cc1S(=O)(=O)N1CCCCC1	-12.0
O=C(c1ccc(S(=O)(=O)N2CCOCC2)cc1)N1CCc2ncncc2C1	-6.0
COc1ccccc1[C@H](CNC(=O)C(=O)Nc1ccc(OC(F)(F)F)cc1)OC	-14.0
CC(NC(=S)Nc1cccc(F)c1)C(c1cccs1)N1CCN(c2ccc(F)cc2)CC1 (stereo not given)	0.0
COCCNC(=O)C(=O)Nc1ccccc1C#N	1.0
O=C(O)C1CC1c1cccs1 (stereo not given)	3.0
Cc1cc(Cl)ccc1NC(=O)C(=O)NN=Cc1ccc2c(c1)OCO2	-2.8
Cc1ccc(NC(=O)C(=O)NCc2c(F)cccc2F)c([N+](=O)[O-])c1	-4.0
CCN(CC)C(=O)Oc1ccc2c(-c3cc4ccccc4oc3=O)cc(=O)oc2c1	0.0
Cc1ccc2cc(CCNC(=O)c3cc(Cl)ccc3Cl)c(=O)[nH]c2c1	4.0
Cc1cc(Cl)ccc1Nc1nc(Nc2ccc(F)cc2)nc2nccnc12	-14.0
CCNc1nc(NCC)n2c(SCC(=O)c3ccc(OC)c(OC)c3)nnc2n1	-9.0
O=C(Nc1nc2c(s1)CN(C(=O)c1ccno1)CC2)c1cnccn1	0.0
Cc1c(Cl)cccc1N1C(=O)CC(Nc2ccc(N3CCOCC3)cc2)C1=O (stereo not given)	16.0
Cc1ccc(C(=O)O)c(C(=O)Nc2nc3ccc(S(C)(=O)=O)cc3s2)c1	-23.0
O=C(Cn1c(=O)nc(-c2ccccc2)c2cc(Cl)ccc21)Nc1ccc2c(c1)OCCO2	-14.0
CCn1c(SCC(=O)NN=Cc2c[nH]c3ccccc23)nnc1-c1ccc(C(C)(C)C)cc1	4.6
CC(=NNc1nc(N)cc(Cl)n1)c1ccc(Cl)c(Cl)c1	-11.1
CCOC(=O)c1ccc2c(c1)sc(=NC(=O)c1cccc(S(=O)(=O)CC)c1)n2CC	-7.0
COc1ccccc1-n1ncc2c(=O)[nH]c(SC)nc21	-5.0
Oc1c(C(Nc2nccs2)c2ccc(F)cc2)ccc2cccnc12 (stereo not given)	66.0

3 structures from above, arranged by SMILES length, descending:
SMILES	PriA SSB inh
CCn1c(SCC(=O)NN=Cc2c[nH]c3ccccc23)nnc1-c1ccc(C(C)(C)C)cc1	4.6
CC(=NNc1nc(N)cc(Cl)n1)c1ccc(Cl)c(Cl)c1	-11.1
COc1ccccc1-n1ncc2c(=O)[nH]c(SC)nc21	-5.0

Next part:
SMILES	PriA SSB inh
Cc1cc(NC[C@H]2CCCO2)n2nc(C(F)(F)F)c(-c3ccccc3Cl)c2n1	-13.0
COC(=O)c1ccc(NC(=O)CON=C2CCCc3nonc32)cc1	-3.9
N#Cc1ccsc1NC(=O)c1ccc2c(c1)CCCC2	-23.0&-4.0
Cc1ccc(C)c2sc(N3CCN(C(=O)C4CCCCN4S(C)(=O)=O)CC3)nc12 (stereo not given)	-6.0
Cc1ccc(-n2ncc3c(SCC(=O)Nc4nc5ccc(C)cc5s4)ncnc32)c(C)c1	-11.0
COc1ccc(N2CCN(CC(=O)N3CC[C@H](Oc4cnccn4)C3)C2=O)cc1	-14.0
O=C(Oc1ccccc1)Oc1ccc2ccc(=O)oc2c1	-2.0
Cc1ccc(Nc2nc(NCc3ccc4c(c3)OCO4)nc(N3CCOCC3)n2)cc1C	-2.0
NC(=NOC(=O)c1ccc2c(c1)OCO2)c1ccc([N+](=O)[O-])cc1	13.3

Assay outcomes (PubChem BioAssay)

These rows are one share of the data; count on the stated rates, not on these rows.
